mcGAS lum: blocks mouse cGAS activity; Q8C6L5; recombinant cGAS, Kinase-Glo ATP depletion luminescence; inhibition, % at 12.5 µM; 160,000 compounds, 0.15% hits; AID 1259399;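 further: 0% = negative control wells and 100% = reference inhibitor with no enzyme activity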
NPYLR7 ag: activates Aedes aegypti NPYLR7 receptor. HEK293T NPYLR7/Galpha15, GCaMP6s calcium fluorescence. activation, % at 10 µM. 270,000 compounds, 0.15% hits. AID 1259423; in the data active means activation above about 40%;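 further: 0% = vehicle and 100% = reference agonist at the receptor; some compounds past the cut are filed as inactive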
hcGAS inh: inhibitors of human cGAS. recombinant h-cGAS, ATP depletion, Kinase-Glo luminescence. inhibition, % at 12.5 µM. 290,000 compounds, 0.081% hits;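 further: 0% = vehicle reaction and 100% = reaction without DNA for no activity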
Target sequence (Q8N884 whole entry, looked up): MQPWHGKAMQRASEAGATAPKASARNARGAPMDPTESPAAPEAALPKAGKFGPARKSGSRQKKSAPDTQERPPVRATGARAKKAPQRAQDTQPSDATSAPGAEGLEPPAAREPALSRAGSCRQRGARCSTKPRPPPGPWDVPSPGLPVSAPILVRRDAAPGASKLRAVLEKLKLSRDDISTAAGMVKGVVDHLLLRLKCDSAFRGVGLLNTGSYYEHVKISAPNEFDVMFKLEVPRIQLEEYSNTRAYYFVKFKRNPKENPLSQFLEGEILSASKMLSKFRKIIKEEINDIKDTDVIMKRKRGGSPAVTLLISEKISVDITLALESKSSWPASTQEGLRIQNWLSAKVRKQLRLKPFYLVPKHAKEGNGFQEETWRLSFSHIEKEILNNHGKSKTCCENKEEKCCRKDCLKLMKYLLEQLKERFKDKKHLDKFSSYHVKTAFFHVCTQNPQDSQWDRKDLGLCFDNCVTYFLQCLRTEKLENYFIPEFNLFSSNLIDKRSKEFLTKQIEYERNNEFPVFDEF
An asterisk follows results filed as active; · = not tested or not shown; & = joins results of further samples. Unless noted, no stated cut-off is given here; in the data, active means inhibition above about 40%; inactive means the rest.

Preview:
Sequence of screens: hcGAS inh	NPYLR7 ag	mcGAS lum
- CCc1ccc(S(=O)(=O)N2CCC(Cc3ccc(NC(C)=O)cc3)CC2)cc1
  -4	3	-5
- CN(C)C(=O)C(NS(=O)(=O)NCc1ccccc1)c1ccccc1 (stereo not given)
  -3	3	·
- COc1ccc(-n2c(SCCCCC(=O)N3CCN(C(=O)c4ccc(Br)cc4)C(C)C3)nnc2-c2ccccc2)cc1 (stereo not given)
  -14	-4	-6

The list itself, from the start:
Sequence of screens: hcGAS inh	NPYLR7 ag	mcGAS lum
- CCc1ccc(S(=O)(=O)N2CCC(Cc3ccc(NC(C)=O)cc3)CC2)cc1
  -4	3	-5
- CN(C)C(=O)C(NS(=O)(=O)NCc1ccccc1)c1ccccc1 (stereo not given)
  -3	3	·
- COc1ccc(-n2c(SCCCCC(=O)N3CCN(C(=O)c4ccc(Br)cc4)C(C)C3)nnc2-c2ccccc2)cc1 (stereo not given)
  -14	-4	-6
- CCn1nc(C)c(NC(=O)CN2CCC(Oc3ncccn3)CC2)c1C
  1	2	·
- NC(=O)c1ccccc1COC(=O)c1ccc(N2CCOC2=O)cc1
  -11	9	·
- CCN(CC)c1ncccc1CNC(=O)C1CCCN(C)C1 (stereo not given)
  3	-1	·
- CC(C)Cn1c(CN(C)Cc2ncc[nH]2)nc2ccccc21
  -9	1	·
- CC(C)c1cc(CN2CCC(N3CCC(C(=O)NCc4ccccn4)CC3)CC2)[nH]n1
  -7&-3	9&1	·
- O=C(c1cncc(-c2ccn[nH]2)n1)N1CCCCC1
  -6	12	-12
- CC(C)(C)c1ccc(OCC(=O)Nc2cc(-c3ccccc3)nn2-c2ccccc2Cl)cc1
  -4	25	-8

Whole records as entered above:
Profile of O=C(c1cncc(-c2ccn[nH]2)n1)N1CCCCC1 → hcGAS inh: -6; NPYLR7 ag: 12; mcGAS lum: -12
Profile of CN(C)C(=O)C(NS(=O)(=O)NCc1ccccc1)c1ccccc1 (stereo not given) → hcGAS inh: -3; NPYLR7 ag: 3; mcGAS lum: ·

More records follow.
Sequence of screens: hcGAS inh	NPYLR7 ag	mcGAS lum
- CN1CC2(CCCN(Cc3noc(-c4ccccc4)n3)CC2)OC1=O (stereo not given)
  0	9	·
- CC(C)n1cnnc1CNC(=O)c1cc2ccccc2[nH]1
  -4	9	·
- Cc1ccc(Cl)c(NC(=O)CN2CCN(Cc3ccc4c(c3)CCO4)CC2)c1Cl
  -3	4	-5
- COc1cccc(OC)c1CNC1COc2c(cccc2OC)C1 (stereo not given)
  -12	-1	·
- Cc1cc(C(=O)N2CCC3(CC2)OCCO3)nc2cc(-c3ccccc3)nn12
  -3	·	-6
- COc1cccc(C2CC(c3ccc(C)cc3C)=NN2C(=O)CN2CCOCC2)c1 (stereo not given)
  -4	24	-4
- Cc1nnc(NC(=O)Cc2ccc(C(F)(F)F)cc2)s1
  -13	0	·
- O=C(c1cc2n(n1)CCN(Cc1c(Cl)cccc1Cl)C2=O)N1CCc2ccccc2C1
  -3	12	-5
- c1nc(N2CCC3(CCCO3)CC2)c2[nH]cnc2n1
  -7	·	-9
- CC(C)CN(Cc1ccsc1)C(=O)c1ncc(F)cc1F
  -4	·	-14
- O=C1CN(c2ccccc2S(=O)(=O)C(F)(F)F)CCN1
  3	-4	·
- Cc1ccc(CNCc2cccnc2Oc2ccccc2C)s1
  -7	17	·
- CCC(CC)(C(=O)N1CCCN(C(N)=O)CC1)c1ccc(Cl)cc1
  -6&-9	1&-20	·
- CN1CC2(CCCN(S(=O)(=O)c3cc(F)c(F)cc3F)CC2)OC1=O (stereo not given)
  -8	16	-17
- CC1NC(=O)N(C)C2NC(=O)N(C)C(C)C12 (stereo not given)
  3	-4	·
- CCOC(=O)c1c(C)n(-c2ccc(C)cc2)c2ccc(O)cc12
  -3	-5	-5
- Cc1cc(N2CCN(C(=O)c3cccc(Br)c3)CC2)nc(-c2ccc(C(F)(F)F)cc2)n1
  -8	-2	-6
- Cc1cc(C)c(NC(=O)CN(c2cc(Cl)ccc2Cl)S(C)(=O)=O)c(C)c1
  -6	9	·
- Cc1ccc(CN(CCc2ccccc2)C(=O)CN(Cc2ccc(C(F)(F)F)cc2)C2CC2)o1
  -9	18	-11
- Cn1c(=N)n(CC(=O)c2cc(C(C)(C)C)c(O)c(C(C)(C)C)c2)c2ccccc21
  1	9	·
- CCOC(=O)C1(C/C=C/c2ccccc2)CCCNC1 (stereo not given)
  -4	6	·
- CC(C)c1ccc(NC2CCCN(C(=O)c3nccc4ccccc34)C2)cc1 (stereo not given)
  -7	8	-13
- CCCc1nc(C)cc(N2CCCC(O)(CO)CC2)n1 (stereo not given)
  -8	12	-18
- Cc1ccc(C(=O)NCCSc2ncc(-c3ccc(C)cc3)[nH]2)cc1
  -2	5	-8
- CC1CCCC(C)N1C(=O)CN1C(=O)NC2(CCCCCC2)C1=O (stereo not given)
  0	-1	·
- Cc1c(C(=O)N2CCN(C(=O)c3ccc([N+](=O)[O-])cc3)CC2)cc(-c2ccccc2)n1-c1ccccc1Cl
  -7	-3	-5
- CNC(=O)N1CCC(n2c(C)nc(C(=O)N3CCCCC3)c2C)CC1
  2	·	0
- COC(=O)c1cc(Cl)c(N2CCN(C(=O)c3ccoc3)CC2)nc1C
  -6	11	·
- COCCCN1CC2(CCN(c3nccc(C)n3)CC2)CC1=O
  -8	·	-5
- COc1cccc(CSc2nnc(CNC(=O)Nc3cccc(OC)c3)n2-c2ccc(Cl)cc2Cl)c1
  2	0	-3
- CCc1cc(CN(C)Cc2c(CO)cnc(C)c2O)on1
  -6	7	·
- O=C1NC[C@H]2CCN(C(=O)c3ccccc3)CC[C@H]12
  -4	26	-9
- Cc1nonc1C(=O)NC1CCCc2nc(-c3ccccc3)ncc21 (stereo not given)
  -8	2	·
- COCC(=O)N(CC(=O)N(Cc1cccn1Cc1ccccc1Cl)CC(C)C)C(C)C
  -7	-9	-3
- CCN(CC(=O)N(Cc1cccn1Cc1ccccc1Cl)C1CCCCC1)S(=O)(=O)/C=C/c1ccccc1
  1	-2	1
- CN(C)CCN1C(=O)NC(Cc2cccc(F)c2)(C2CCN(C(=O)/C=C/c3cccs3)CC2)C1=O (stereo not given)
  -7	33	-11
- Cc1ccc(NC(=O)C2(C)CCN2Cc2ccc3ccccc3c2)cc1O (stereo not given)
  -10	9	·
- CC(C)n1ccnc1CN1CCC(C(=O)N2CCOCC2)CC1
  -5	-1	-7
- COc1cc(OC)nc(-c2cccc(NC(C)=O)c2)n1
  0	-3	-14
- Cc1noc(C)c1CNC1CCN(C(=O)c2cccs2)CC1
  -5	7	·
- CCOC(=O)N1CCN(CC(=O)Nc2ccc3nc(C(F)(F)F)[nH]c3c2)CC1
  -9	3	-18
- N#CC1(c2ccccc2)CCN(C(=O)C2CCCCC2C(=O)Nc2ccccc2Nc2ccccc2)CC1 (stereo not given)
  -9	-1	-3
- Cc1nc2sccn2c(=O)c1NC(=O)C1c2ccccc2Oc2ccccc21
  -4	11	-7
- O=C(CSC1=NCCS1)N(C1CCCCC1)C1CCS(=O)(=O)C1 (stereo not given)
  -4	6	·
- c1cn2ccnc2c(NCc2ccc3c(c2)CCO3)n1
  -15	3	·
- CCc1nnc(CN(C)Cc2cccc(C(=O)Nc3cccc(C)c3)c2)o1
  -5	7	-16
- O=C(NC1=NCCS1)c1cccnc1Nc1cccc(C(F)(F)F)c1
  -8	0	·
- COCCOCC(=O)N1CC(=O)N2CC(C)c3ccccc3C2C1 (stereo not given)
  -8	7	-4
- CC(Cn1cncn1)NC(=O)c1cc(COc2cccc(C(F)(F)F)c2)on1 (stereo not given)
  -2	15	-5
- CC=CCn1c(SCc2ccccc2Cl)nc2c1c(=O)[nH]c(=O)n2C
  -17	15	·

The results go on.
Sequence of screens: hcGAS inh	NPYLR7 ag	mcGAS lum
- CC1(Cc2ccc(C(F)(F)F)nc2)C(=O)Nc2cc(-c3ccccc3Cl)ccc21 (stereo not given)
  0	4	-4
- COC(=O)C(C)Sc1nnc(-c2cccc(OC)c2)n1-c1ccc(OC)cc1 (stereo not given)
  -11	19	·
- CC(C)(C)c1cnc(CNS(=O)(=O)Cc2cccc(C#N)c2)o1
  -6	1	·
- COc1ccccc1N1CCN(c2ncccc2CNC(=O)c2ccoc2)CC1
  -8	5	·
- CC1=NN(c2ncc(Cl)cc2Cl)C(=O)C1CCC#N (stereo not given)
  -18	5	·
- COc1ccc(-n2ccnc2CN2CCCC(N(C)CCc3ccccc3)C2)cc1 (stereo not given)
  -6	18	-7
- COc1ccc(-c2csc(C(C)(O)c3ccc(F)c(F)c3)n2)cn1 (stereo not given)
  -12	9	·
- C=C[n+]1ccn(-c2nc3ccccc3nc2NS(=O)(=O)c2ccc(C)cc2)c1
  -5	14	·
- CCOCN(C(=O)Cn1cnc2cc(C)c(C)cc21)c1c(C)cccc1CC
  -11	1	-4
- CC(NC(=O)C(C)n1c(=O)n(Cc2ccccc2)c(=O)c2ccccc21)c1ccccc1 (stereo not given)
  -1	-14	1

Just hcGAS inh (3 entries from above):
structure	hcGAS inh
C=C[n+]1ccn(-c2nc3ccccc3nc2NS(=O)(=O)c2ccc(C)cc2)c1	-5
CCOCN(C(=O)Cn1cnc2cc(C)c(C)cc21)c1c(C)cccc1CC	-11
CC(NC(=O)C(C)n1c(=O)n(Cc2ccccc2)c(=O)c2ccccc21)c1ccccc1 (stereo not given)	-1

Next part
Sequence of screens: hcGAS inh	NPYLR7 ag	mcGAS lum
- COCCOC(=O)C1=C(C)N(CCc2ccccc2)C(=S)NC1c1ccc(C(=O)OC)cc1 (stereo not given)
  -2	-8	0
- CCC(C(=O)N(CCOC)Cc1cc(NC(=O)C2CCCC2)ccc1N(C)C)c1ccccc1 (stereo not given)
  -6	4	-7
- COc1ccccc1CN1CCCn2cccc2C1c1ccccc1Cl (stereo not given)
  2	-8	0
- CCc1ccc2oc(-c3ccc(NC(=O)c4ccc([N+](=O)[O-])c(C)c4)cc3)nc2c1
  6	-9	·
- CCC(C(=O)NCc1ccco1)n1c(=O)n(-c2cccc(F)c2)c(=O)c2ccccc21 (stereo not given)
  1	-17	0
- CCC(C)N(Cc1cccc(C(F)(F)F)c1)Cc1nc(C(=O)NCc2ccc3c(c2)OCO3)co1 (stereo not given)
  -3	18	-5
- Cc1cc(C)cc(CC(=O)N2CCC2(C)C(=O)NS(=O)(=O)c2ccc(C(C)(C)C)cc2)c1 (stereo not given)
  1	4	·
- Cc1cc(C)n(C2CCN(Cc3ccc(C#CC(C)(C)O)s3)C2)n1 (stereo not given)
  -5	8	·
- O=c1c(C=NCCN2CCNCC2)c(-c2ccccc2)[nH]n1-c1ccc([N+](=O)[O-])cc1
  17	4	·
- Cc1c(Br)c(=O)n(C(C)(C)C)c(=O)n1Cc1ccccc1
  -3	1	·
- N=C(c1ccncc1)N1CCCCC1
  -1	-6	-7
- CCCc1ccc(S(=O)(=O)NCCc2nncn2CC)cc1
  -5	10	·
- CC(C)OCCNc1nc2nonc2nc1NC1CCCC1
  -6	-6	·
- C1=CC2(CCN(Cc3cc4n(n3)CCNC4)CC2)c2ccccc21
  -5	17	·
- COc1ccc2nc(-c3ccc(C)c(NC(=O)c4ccccc4C)c3)cn2n1
  -3	-6	-8
- O=C(O)C1C2CCC(C2)C1C(=O)Nc1nc(-c2cccs2)cs1 (stereo not given)
  -2	13	·
- COc1ccccc1-n1ncc2c(C(C)C)nnc(SCC(=O)NCc3ccco3)c21
  -9	-12	-16
- O=C1CCCN1CCCNc1nc(NCc2ccccc2)nc2ccsc12
  -14	41	·
- COc1ccc(S(=O)(=O)N2CCCC(C)C2)cc1N1CCN(S(=O)(=O)c2ccc(Br)cc2)CC1 (stereo not given)
  -12	16	-10
- O=C(NCc1ccccc1Cl)C1CCCN1C(=O)C1CCCCC1 (stereo not given)
  -7	2	·
- COc1ccc(Cl)cc1NC(=O)CCC1CCCN(C(=O)CN2CCCCC2=O)C1 (stereo not given)
  -7	7	·
- Cc1cnc(NC(=O)c2cccc(OC(F)F)c2)s1
  -10	3	·
- CC(C)OC(=O)c1ccc(NC2=NS(=O)(=O)c3ccccc32)cc1
  -15	3	·
- CCOCCCN(CC(=O)N(Cc1ccccc1)Cc1sccc1C)C(=O)c1ccc(Cl)c(Cl)c1
  -2	-4	-4
- CNC(=O)[C@@H]1C[C@@H](N)CN1C(=O)c1cc(N2CCCCC2)ccc1Cl
  -2	16	·
- O=C1CCN(CC(=O)Nc2ccc(-c3ccccc3)cc2)CC1
  -10	8	-7
- O=C(Nc1cccc(-c2ccc(F)cc2)c1)C1CCCN(C(=O)c2cscn2)C1 (stereo not given)
  -4	3	·
- Cc1ccc(C)c(S(=O)(=O)N2CCN(C(=O)c3c(C)nn(-c4ccc(F)cc4)c3C)CC2)c1
  3	0	·
- O=C(c1cc2n(n1)CCN(Cc1ccccc1)C2)N1CCCCC1CCO (stereo not given)
  -11	·	-12
- Cc1ccccc1-c1cnnc(NCCCOc2cccnc2)n1
  -3	0	·
- COc1ccccc1C1=NN=C(N2CCOCC2)SC1
  4	-1	·
- Cc1nn(C)c(C)c1C(=O)N1CCC(=Cc2ccccc2)CC1
  -5	4	·
- Cn1c(CSc2nc3ccccc3n2C)nc2ccccc21
  2	2	1
- COc1cccc(C(=O)N2CCN(C(c3ccccc3)c3ccc(F)cc3)CC2)c1 (stereo not given)
  1	6	-4
